LGR2 antag: blocks bursicon-induced cAMP signaling via Drosophila LGR2. HEK293 LGR2, CRE-luciferase, bursicon-stimulated, 4 h. inhibition, % at 9.99 µM. 0.35% of 380,000 active. AID 720647;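 active = drop in luminescence signal, shown as inhibition above about 50% in the replicate tests, limit read from the data, passing the limit was not always enough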;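 also: agonist challenge used bursicon conditioned medium at about half maximal strength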
PGC1a acetyl inh: lowers PGC1a acetylation signal in U2OS cells; AlphaScreen anti-acetyl-lysine; with virally co-expressed GCN5 acetyltransferase; inhibition, % at 15.6 µM; 0.17% of 350,000 active;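 active = every replicate shows inhibition of at least 40%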;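 also: 0% = neutral control wells and 100% = positive control wells; some results beyond the cut were filed as inactive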
ERAP1 inh: blocks human ERAP1 aminopeptidase activity; inhibition, % at 10.7 µM; recombinant ERAP1, Leu-AMC fluorescence, 60 min; Q9NZ08; AID 652197; 0.15% of 340,000 active;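 active = mean replicate inhibition of at least 30%, or all replicates individually reaching that 30% level; inactive = mean below 30% and not every replicate reaching it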;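 also: 0% = neutral control wells and 100% = L-leucinethiol positive control wells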
Target sequence (Q9NZ08 whole entry, looked up): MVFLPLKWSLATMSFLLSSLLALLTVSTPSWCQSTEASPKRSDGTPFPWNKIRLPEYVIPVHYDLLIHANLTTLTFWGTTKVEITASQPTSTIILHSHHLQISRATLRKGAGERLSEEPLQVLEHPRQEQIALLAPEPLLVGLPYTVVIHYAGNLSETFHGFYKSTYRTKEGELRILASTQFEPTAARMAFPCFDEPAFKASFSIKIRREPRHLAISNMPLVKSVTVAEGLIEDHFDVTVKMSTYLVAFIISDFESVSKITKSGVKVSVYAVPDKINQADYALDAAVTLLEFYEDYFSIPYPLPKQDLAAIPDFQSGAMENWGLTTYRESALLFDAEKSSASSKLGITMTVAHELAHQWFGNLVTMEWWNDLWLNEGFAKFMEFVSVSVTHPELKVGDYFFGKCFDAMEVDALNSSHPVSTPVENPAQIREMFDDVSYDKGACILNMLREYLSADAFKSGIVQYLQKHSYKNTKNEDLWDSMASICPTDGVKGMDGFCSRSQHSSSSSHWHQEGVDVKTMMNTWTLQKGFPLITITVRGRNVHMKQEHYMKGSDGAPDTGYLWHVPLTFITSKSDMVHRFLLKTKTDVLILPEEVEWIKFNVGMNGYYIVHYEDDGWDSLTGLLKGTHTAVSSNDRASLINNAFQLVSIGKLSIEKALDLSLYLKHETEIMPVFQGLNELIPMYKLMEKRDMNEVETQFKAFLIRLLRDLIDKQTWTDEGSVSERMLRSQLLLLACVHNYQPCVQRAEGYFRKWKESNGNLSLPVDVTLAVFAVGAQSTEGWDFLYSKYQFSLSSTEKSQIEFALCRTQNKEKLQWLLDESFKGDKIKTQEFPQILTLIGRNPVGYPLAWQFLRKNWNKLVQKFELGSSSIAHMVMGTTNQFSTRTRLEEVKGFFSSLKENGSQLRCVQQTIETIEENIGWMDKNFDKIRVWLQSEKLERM
PAX8 reporter: lowers PAX8-driven luciferase in RMG-I cells; AID 652154; 1.2% of 360,000 active; RMG-I TPO-luciferase reporter, SteadyGlo, 24 h; inhibition, % at 12.6 µM;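 active = mean replicate inhibition at least 60% with every replicate also reaching 60%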;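 also: luciferase light reporting Pax8 driven TPO promoter activity; plate controls were median of neutral control wells for no effect and mitoxantrone controls for full effect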
FN deposit inh: fibronectin deposition inhibition; AH1F fibroblasts, Alexa488-fibronectin deposition fluorescence, overnight; inhibition, % at 12.6 µM; 0.086% of 350,000 active; AID 743247;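 active = mean inhibition across replicates of 30% or more, regardless of how many single replicates reach that level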;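 also: positive control wells lacked labelled fibronectin entirely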
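Test system: AH1F fibroblast monolayer depositing Alexa488-labelled fibronectin into matrix. Input: 10000 cells per well. Technique: fluorescence, ex 485 nm, em 525 nm. Buffer or medium: DMEM plus 2% serum, read in PBS. Timing: 1 h cell adhesion before compound, then overnight fibronectin incubation. Compound: single dose, pinned. Read-out basis: inhibition from reduced deposited-fibronectin fluorescence.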
PglD DTNB: inhibitors of Campylobacter jejuni PglD acetyltransferase; purified PglD enzyme, DTNB colorimetric CoA detection; AID 602405; 0.098% of 360,000 active; inhibition, % at 12.5 µM; in the data active = inhibition above about 16%, passing the limit was not always enough; also: strong numbers were not always called active
S100A4 MyoIIA: inhibitors of human S100A4 binding to myosin IIA peptide; 0.14% of 360,000 active; inhibition, % at 10.7 µM; S100A4/TAMRA-MyoIIA peptide fluorescence polarization; P26447;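 active = mean inhibition of at least 70% across replicates, with every replicate also reaching that level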
Target sequence (P26447 whole entry, looked up): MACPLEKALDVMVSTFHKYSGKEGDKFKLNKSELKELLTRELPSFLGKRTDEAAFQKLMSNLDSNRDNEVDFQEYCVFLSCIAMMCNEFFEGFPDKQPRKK
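Material: human S100A4 monomer with TAMRA-labelled myosin IIA peptide; buffer or medium: HEPES pH 7.2 with CaCl2, KCl, NaCl, DTT, Triton; compound dosing: one concentration per compound; schedule: 5 min incubation before reading; benchmarks: neutral control DMSO, positive control TFP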
EWS-Fli block: blocks EWS/Fli oncoprotein-driven transcription; inhibition, % at 12.6 µM; AID 651661; A673 NR0B1-luciferase reporter, viability-normalised; 0.67% of 350,000 active;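 active = mean inhibition of at least 50% after viability correction, with every replicate also passing that limit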;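 also: firefly luciferase signal divided by Alamar Blue viability fluorescence both relative to DMSO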
Starred values were filed as active, the others as inactive; nt = no result given.

SMILES	LGR2 antag	PGC1a acetyl inh	ERAP1 inh	PAX8 reporter	FN deposit inh	PglD DTNB	S100A4 MyoIIA	EWS-Fli block
CNC[C@@H]1Oc2cc(-c3ccccc3OC)ccc2S(=O)(=O)N([C@@H](C)CO)C[C@H]1C	-1	3	0	nt	nt	5	-21	-3
CSc1ccc(NC(=O)c2cccnc2)cc1C#N	2	-7	-2	-50	nt	2	1	-23
Cc1ccc(S(=O)(=O)NCCSc2ncccn2)cc1	21	-4	0	16	-1	nt	1	-5
COc1ccc(OC)c2c1CC(C)(C)NC2=O	16	17	nt	-4	-19	-11	-4	-1
O=C(COC(=O)c1ccc([N+](=O)[O-])o1)c1ccccc1	10	nt	nt	1	nt	1	nt	-16
O=C(C[C@H]1CC[C@@H](NC(=O)c2cccc(F)c2)[C@H](CO)O1)NCCN1CCCC1	25	9	2	-8	-21	6	16	-40
Nc1nonc1-n1nnc(C(=O)N/N=C/c2cccc(Cl)c2Cl)c1CN1CCCC1	5	nt	-6	-5	2	-3	2	22
Cc1csc(NC(=O)CSc2nnc(-c3cc(C)on3)o2)n1	-2	0	-1	-53	-9	0	3	-6
C/C=C/c1ccc2c(c1)O[C@@H](CN(C)C(=O)C1CCCCC1)[C@@H](C)CN([C@@H](C)CO)S2(=O)=O	-12	13	nt	-17	nt	nt	nt	-14
O=C(COc1ccc(Cl)cc1)NN=C1CCCCCCC1	3	nt	-3	4	nt	0	-3	nt
OCCCNCc1ccc(-c2ccccc2)cc1	-10	-7	2	4	2	-2	-3	-1
COc1ccc(C(CNC(=O)c2ccc(NS(=O)(=O)c3ccccc3)cc2)N2CCOCC2)cc1 (centres undefined)	5	nt	1	1	2	-7	-3	-1
CCCc1nc2ccc(C)cn2c1Cc1cccc(Cl)c1	-52	-2	0	-40	-18	-4	-5	-40
Clc1ccc(CNc2ncnc3[nH]ncc23)cc1Cl	-4	0	-3	15	5	nt	0	-9
Fc1ccc(CSc2ccc3nnc(-c4cccnc4)n3n2)cc1	33	nt	-5	-13	2	nt	-2	10
Nc1cc(=O)[nH]c(SCc2ccccc2)n1	4	0	-7	-25	8	-1	-7	-1
CCN(c1cccc(C)c1)S(=O)(=O)c1ccc2c(c1)NC(=O)CS2	-10	-13	3	7	5	-6	-1	nt
O=C(Cn1c(=O)n(-c2ccc(F)cc2)c(=O)c2sccc21)N1CCCC1	-12	11	-2	nt	nt	-3	1	-2
Cc1ccc(NC(=O)CCS(=O)(=O)c2cccc3nonc23)c(Br)c1	-1	1	4	16	0	-3	-4	23
CC(C)(O)C#Cc1ccc([C@@H]2[C@H]3CN(C(=O)c4cccnc4)CCCCN3[C@H]2CO)cc1	-1	3	0	10	nt	2	-4	-6
O=C(NCC1CCCO1)c1cncc(Br)c1 (centres undefined)	18	nt	1	-10	-2	nt	1	0
CC(C)Oc1ccc(F)cc1-c1cc(C(=O)N2CCc3ccccc3C2)[nH]n1	-7	-15	8	16	-7	-1	9	9
C[C@H](CO)N1C[C@H](C)[C@H](CN(C)Cc2ccccn2)Oc2ncc(C#CC(C)(C)O)cc2C1=O	14	7	-3	-13	nt	2	-48	-6
COc1ccc(S(=O)(=O)N(C)C[C@@H]2Oc3c(NC(=O)Nc4ccc5c(c4)OCO5)cccc3C(=O)N([C@H](C)CO)C[C@@H]2C)cc1	2	3	-1	nt	nt	2	-11	-8
CC1CCCCC12NC(=O)N(CC(=O)N1CCN(c3ccccc3)CC1)C2=O (centres undefined)	-8	4	0	7	-4	-4	1	-3
CN(C)c1ccc2nc3ccc(=O)cc-3sc2c1	-47	-3	1	nt	1	3	39	36
C[C@@H]1CN([C@H](C)CO)C(=O)c2cc(C3=CCCC3)cnc2O[C@@H]1CN(C)C(=O)CN1CCOCC1	1	4	-1	-10	-7	0	0	-44
CCCN(CC(=O)Nc1ccccc1C)C(=O)c1ccc(N2CCCC2=O)cc1	-12	1	-1	-15	-1	7	16	-6
O=C(Nc1ccccc1N1CCN(C(=O)c2ccc(Cl)cc2)CC1)c1cccc([N+](=O)[O-])c1	3	-4	-1	41	nt	-1	-4	18
O=C(CSc1ccc(-c2ccccc2)nn1)NCC1CCCO1 (centres undefined)	-11	nt	-1	-4	4	nt	-5	-4
O=C(C[C@H]1CC[C@@H]2[C@H](COC[C@H](O)CN2Cc2cccc(C(F)(F)F)c2)O1)NCc1ccc(Cl)cc1	-5	-1	1	34	-9	0	14	9
CC(C)CNC(=O)C1CCN(Cc2ccc(OCc3ccccc3)cc2)CC1	-40	-31	nt	-54	7	0	nt	nt
C=CCN1C(=O)C(Cc2cccc(Cl)c2)S/C1=N/N=C/c1ccco1 (centres undefined)	7	4	-1	nt	nt	6	-3	3
COc1ccc(NC(=O)N2CCCCN3[C@H](C2)[C@H](c2ccc(C4=CCCC4)cc2)[C@@H]3CO)cc1	nt	-3	2	9	nt	5	3	-7
C[C@@H]1CN([C@H](C)CO)C(=O)c2cc(NC(=O)C3CCCCC3)ccc2O[C@@H](C)CCCCO[C@H]1CN(C)C(=O)C1CCCCC1	1	3	1	20	nt	-4	7	12
Cn1cc(S(=O)(=O)NCc2cccs2)c(=O)n(C)c1=O	-7	11	1	-13	0	1	0	2
C=CCNC(=O)N1CCC(CO)(Cc2ccc(Cl)cc2)CC1	9	8	-3	10	1	1	-2	-4
C[C@@H]1CN([C@@H](C)CO)C(=O)c2cc(NC(=O)C3CCCCC3)ccc2O[C@H]1CN(C)S(C)(=O)=O	1	nt	0	-14	nt	0	3	3
O=C(c1cc2ccccc2o1)N(Cc1ccco1)Cc1cccs1	0	-12	0	-13	3	-2	-2	1
C[C@@H]1CN([C@@H](C)CO)C(=O)c2cc(NS(=O)(=O)c3cccs3)ccc2O[C@@H](C)CCCCO[C@H]1CN(C)Cc1ccncc1	-10	-6	1	nt	nt	0	-2	4
COc1cc2c(cc1OC)C(C)N(C(=O)Cn1ncc3c1-c1ccccc1OC3)CC2 (centres undefined)	-17	0	0	20	10	-1	-1	7
CC(C)[C@H](NC(=O)[C@H](Cc1ccccc1)n1c(=O)[nH]c2ccccc2c1=O)C(=O)N1CCC[C@@H]1C(=O)O	nt	-4	nt	nt	nt	-2	-1	4
O=C(NCCC(=O)N(CCc1ccccc1)Cc1ccccc1)c1ccc([N+](=O)[O-])cc1	7	1	2	11	4	1	-5	8
COc1cccc(CC(NC(C)=O)C(=O)NC2CCN(C(=O)C3CCCCC3)CC2)c1OC (centres undefined)	10	nt	-4	-25	-11	1	0	-9
CCC(=O)N1CCCC(C)(C(=O)Nc2ccc3oc(CC)nc3c2)C1 (centres undefined)	-1	nt	0	-12	6	2	-3	8
Cc1nc2ccc(C(=O)OCC(=O)N(C)c3ccccc3)cc2nc1C	2	nt	-2	-18	nt	4	2	6
COc1ccc(NC(=O)N(C)C[C@H]2Oc3c(NC(=O)Nc4c(C)noc4C)cccc3C(=O)N([C@@H](C)CO)C[C@@H]2C)cc1	-10	6	-13	nt	nt	-2	2	-9
CC(C)(C)CC(=O)Nc1nnc(-c2cccs2)s1	nt	11	nt	-151	4	-7	nt	nt
C[C@@H]1CN([C@H](C)CO)C(=O)c2cc(C#CC3CCCCC3)cnc2O[C@H]1CN(C)Cc1ccncc1	9	-12	1	nt	nt	1	12	12
COc1ccccc1C(=O)NCCC(=O)N(C)Cc1cccs1	12	nt	2	-14	0	-1	2	-4
COc1cn(-c2ccccc2)nc1C(=O)Nc1ccc(C)cc1	-55	nt	-7	-127	15	1	-4	nt
COc1ccccc1C(=O)NC(=O)OCCn1c(C)cnc1[N+](=O)[O-]	8	-3	7	-7	nt	nt	0	-8
Nc1nnc(SCC(=O)Nc2ccc(N3CCOCC3)cc2)s1	1	nt	2	-4	1	nt	-4	-24
S=C(NCCc1ccccc1)Nc1ccc(Nc2ccccc2)cc1	44	-4	3	21	-1	-1	-3	-2
O=C(CCNC(=O)c1ccc(Cl)cc1)NCCC1=CCCCC1	-29	nt	1	-129	11	nt	-5	-74
O=C(c1ccccc1F)N1CC[C@@H]2[C@H](CO)Nc3ccc(-c4cccc(F)c4)cc3[C@@H]21	-5	8	nt	-22	-1	3	nt	-6
CO[C@@H]1CN(C)C(=O)c2cc(NC(=O)C3CCC3)ccc2OC[C@H](C)N(Cc2ccccn2)C[C@@H]1C	-11	9	-4	-4	13	5	-4	4
CC(C)Oc1cccc(C(=O)C2CCCN(Cc3ccc4nonc4c3)C2)c1 (centres undefined)	-6	1	-3	9	0	nt	0	-12
CC(=O)N1C(=S)NC(=O)/C1=C1/C(=O)N(CC(=O)Nc2cccc(C)c2)c2ccccc21	8	nt	-1	0	-7	nt	-5	10
C[C@@H]1CN([C@H](C)CO)C(=O)c2cc(NC(=O)CCC(F)(F)F)ccc2O[C@@H]1CN(C)S(=O)(=O)c1ccccc1	2	-8	-13	-2	nt	1	-4	2
(listing goes on)
SMILES	LGR2 antag	PGC1a acetyl inh	ERAP1 inh	PAX8 reporter	FN deposit inh	PglD DTNB	S100A4 MyoIIA	EWS-Fli block
O=C(NCCS(=O)(=O)N1CCN(c2ccc(F)cc2)CC1)c1ccco1	-18	nt	-1	6	2	nt	5	0
C[C@H](CO)N1C[C@H](C)[C@H](CN(C)S(=O)(=O)c2ccccc2)Oc2ccc(NC(=O)C3CCCCC3)cc2CC1=O	2	-4	-1	nt	nt	-1	11	-5
Cc1ccc(S(=O)(=O)N2C[C@H]3C(=O)C[C@@H](c4ccccc4)N(S(=O)(=O)c4ccc(C)cc4)[C@H]3C[C@H]2c2ccccc2F)cc1	-1	-3	nt	3	-2	3	0	10
Cc1ccc(S(=O)(=O)Nc2ccc3c(c2)C(=O)N([C@@H](C)CO)C[C@@H](C)[C@H](CN(C)Cc2ccc(C(=O)O)cc2)OCCCC[C@H](C)O3)cc1	-3	-5	-1	-2	-5	-8	3	-8
Cc1ccc(S(=O)(=O)c2ccc(Cl)cc2)cc1S(=O)(=O)N(C)CC(=O)O	0	nt	-2	-5	-6	nt	1	-2
COc1ccc(-c2cnc3c(c2)C(=O)N([C@H](C)CO)C[C@H](C)[C@@H](CN(C)Cc2ccccn2)O3)cc1	-5	7	-2	nt	2	-1	32	3
O=C(Nc1nc2ccccc2s1)C1CCN(C(=O)c2ccco2)CC1	-1	nt	-1	6	-1	-13	10	0
O=C(COC(=O)C1CCN(S(=O)(=O)c2ccccc2)CC1)NCCc1ccccc1	-12	5	3	-10	-4	1	3	5
C[C@H]1CN([C@@H](C)CO)S(=O)(=O)c2ccc(C3=CCCCC3)cc2O[C@H]1CN(C)C(=O)C1CC1	-16	-20	1	nt	nt	1	10	5
O=C(O)c1cc2ccccc2c2cc(Br)ccc12	6	nt	-4	11	3	-2	-1	8
Cc1ccccc1NC(=O)CCCCCN1C(=O)[C@@H]2Cc3ccccc3CN2C1=O	0	3	0	-12	9	3	-1	5
O=S(=O)(c1ccccc1F)N1CCCCN2[C@@H](CO)[C@@H](c3ccc(-c4cccnc4)cc3)[C@@H]2C1	-7	2	-2	-7	nt	-6	8	nt
